# TRPC4 PAM = TRPC4 (mouse) allosteric potentiation. 310,000 tested, 0.42% active. Q9QUQ5. B-score at 10 µM. HEK293 TRPC4beta/mu-opioid, DAMGO EC20, Fluo-4 Ca2+ flux; active compounds read high;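 active means B-score of calcium response area above 5 SD of library B-scores, with initial fluorescence ratio within 5 SD of library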;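 further: B-score of integrated fluorescence ratio over time as area under calcium response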
# AI-2 QS mod = modulators of Vibrio harveyi AI-2 quorum sensing system. 300,000 tested, 0.4% active. Vibrio harveyi JMH597 AI-2 luminescence/OD600 ratio, 9 h; active compounds read low; strain lacks LuxN and CqsS sensors; 0 = neutral-control median. activity change, % at 7.5 µM; in the data active means activity change below about -75%, passing the limit was not always enough;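 further: luminescence divided by OD600 gain over 9 h not by final OD600 alone; inactives centre near 13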
# MrgX1 ag = activates human MrgX1 receptor signaling; Q96LB2; MrgX1-HEK293 cells, Fluo-4 calcium fluorescence, agonist mode; active compounds read high; B-score at 10 µM; 310,000 tested, 0.44% active; AID 588627;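 active means calcium response B-score plate-corrected fluorescence ratio at least 3 library SD, with starting fluorescence B-score inside 5 SD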
#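 Assay system: stable human MrgX1 HEK293 cell line. Quantity: 15,000 cells per well. Schedule: cells plated overnight, dye loaded 0.5 h 37 °C, 0.5 h room temperature. Detection: Fluo-4 NW calcium-flux fluorescence, kinetic read. Read-out basis: peak-minus-minimum fluorescence over baseline, converted to B scores. Control set: positive and negative control wells on each plate.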
# TRPC6 inhibitor = blocks the mouse TRPC6 cation channel. Q61143. HEK293-TRPC6, membrane potential dye, ACh-evoked depolarization; active compounds read low. B-score at 10 µM. 310,000 tested, 1.1% active;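 active means B-score under library mean minus 3 SD, initial fluorescence not abnormally high, positive integrated signal ratio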;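 further: B-score derived from integrated fluorescence ratio over the kinetic read; more negative B-score means stronger inhibition of depolarization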
# Target sequence (Q61143 whole entry, looked up): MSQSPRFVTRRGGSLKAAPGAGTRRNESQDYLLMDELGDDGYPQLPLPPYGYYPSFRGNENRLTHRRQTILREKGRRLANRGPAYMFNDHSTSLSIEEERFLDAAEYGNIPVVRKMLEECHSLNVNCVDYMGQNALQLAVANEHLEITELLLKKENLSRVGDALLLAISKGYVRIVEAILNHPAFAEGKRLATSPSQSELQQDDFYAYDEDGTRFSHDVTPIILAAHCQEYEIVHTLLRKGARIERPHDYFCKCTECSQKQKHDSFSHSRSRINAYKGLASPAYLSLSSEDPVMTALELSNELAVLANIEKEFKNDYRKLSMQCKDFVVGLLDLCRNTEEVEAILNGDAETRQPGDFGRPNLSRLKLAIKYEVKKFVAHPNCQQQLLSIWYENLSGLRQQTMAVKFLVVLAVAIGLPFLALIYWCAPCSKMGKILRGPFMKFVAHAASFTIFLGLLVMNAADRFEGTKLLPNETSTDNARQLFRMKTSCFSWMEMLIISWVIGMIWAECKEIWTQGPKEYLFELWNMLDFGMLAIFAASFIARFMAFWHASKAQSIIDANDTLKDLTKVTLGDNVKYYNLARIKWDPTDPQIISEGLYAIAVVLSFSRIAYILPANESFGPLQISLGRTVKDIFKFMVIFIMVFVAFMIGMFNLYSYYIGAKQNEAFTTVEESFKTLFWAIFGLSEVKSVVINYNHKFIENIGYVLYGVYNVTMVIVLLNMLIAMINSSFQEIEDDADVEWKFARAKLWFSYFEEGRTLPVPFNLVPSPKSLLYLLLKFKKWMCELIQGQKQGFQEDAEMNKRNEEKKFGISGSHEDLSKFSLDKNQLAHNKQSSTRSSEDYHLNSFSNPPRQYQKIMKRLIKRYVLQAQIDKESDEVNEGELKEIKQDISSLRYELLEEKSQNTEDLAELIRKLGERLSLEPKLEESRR
# HIF act = HIF pathway transcriptional activation | U2OS HRE-luciferase reporter, luminescence; normalized: DMSO 0%, desferrioxamine 100% | activation, % at 7.5 µM (by protocol) | 300,000 tested, 0.32% active;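 active means mean activation of at least 10% of the iron chelator positive control signal, with at least half of replicates also reaching 10%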
# PolyA inh = yeast polyadenylation inhibition | 300,000 tested, 0.02% active | calls only at 12 µM | AID 1875 | S. cerevisiae SKY197-pL101 polyadenylation reporter, beta-gal luminescence; efflux-impaired pdr1/pdr3 knockout yeast; score 100 = 6 SD above DMSO;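 active means lowest replicate activity score at least 50, where 100 means six control SD above control mean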;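 further: yeast exposed to compound for 9 h at 30 °C; higher score means more reporter readthrough which indicates perturbed polyadenylation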
# TRPC4 act = activators of mouse TRPC4 channel | HEK293 TRPC4beta/mu-opioid, Fluo4 calcium fluorescence; active compounds read high | B-score at 10 µM | 310,000 tested, 0.49% active | AID 2237;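 active means B-score above 5 SD of library B-scores, and initial fluorescence ratio not above library mean plus 5 SD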;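 further: positive B-score marks a calcium rise read as TRPC4 activation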
#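 Assay system: HEK293 stable line with TRPC4beta plus mu-opioid receptor; schedule: 45 min room-temperature Fluo4 loading, 110 s read; technique: kinetic Fluo4 calcium fluorescence; evaluation: integrated baseline-normalised fluorescence ratio, converted to per-well B score; controls: buffer (low) and maximal DAMGO (high)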
# TRPC6 act = mouse TRPC6 channel activation | Q61143 | HEK293-TRPC6 membrane potential dye fluorescence; active compounds read high | B-score at 10 µM | 310,000 tested, 0.13% active | AID 2550;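 active means B-score of the integrated fluorescence ratio above library mean plus 3 SD, and starting fluorescence ratio within library mean plus 5 SD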;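 further: higher score means more depolarization so channel activation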
# TRPC4 block = inhibitors of mouse TRPC4 channel; Q9QUQ5; HEK293 TRPC4beta/mu-opioid, DAMGO-evoked Fluo4 calcium flux; active compounds read low; B-score at 10 µM; 300,000 tested, 0.39% active; AID 2247;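 active means B-score over 3 SD under the library average, no early fluorescence shift, positive overall ratio signal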
#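 test system = HEK293 cells with stable TRPC4beta plus mu-opioid receptor expression | detection = Fluo4 Ca2+ flux fluorescence | read-out = integrated fluorescence ratio relative to baseline, converted to per-well B score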
# MrgX1 antagonist = blocks BAM8-22 activation of human MrgX1 receptor. Q96LB2. MRGX1-HEK293 calcium flux, Fluo-4, BAM8-22 antagonism; active compounds read low. B-score at 10 µM. 310,000 tested, 1.3% active. AID 588676;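 active means calcium-response B-score plate-corrected more than 3 library SD below zero, starting fluorescence within 5 deviations, no agonist response on first addition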;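 further: peak minus trough fluorescence over baseline after final BAM8-22 challenge near maximal dose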
# MrgX1 allo act = human MrgX1 positive allosteric modulation, primary screen. 310,000 tested, 0.63% active. AID 588675. B-score at 10 µM. MrgX1-HEK293, Fluo-4 calcium flux, FDSS; active compounds read high;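 active means plate-corrected calcium response at least 3 library SD above typical, normal starting fluorescence, not activating the receptor alone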;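 further: compound read alongside a low EC10 to EC30 dose of BAM8-22 agonist; peak minus trough fluorescence over baseline measured at the second addition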
# An asterisk follows results filed as active; i = inactive; x = not tested or not shown. An excerpt; count on the stated rates, not on these rows.
Structure	TRPC4 PAM	AI-2 QS mod	MrgX1 ag	TRPC6 inhibitor	HIF act	PolyA inh	TRPC4 act	TRPC6 act	TRPC4 block	MrgX1 antagonist	MrgX1 allo act
Cc1cc(C(=O)N2CCN(C(c3ccccc3)c3ccccc3)CC2)on1	i	16	i	i	-0.1	i	i	i	i	i	i
FC(F)(F)c1cnc(COc2cc(Cl)cc(Cl)c2)c(Cl)c1	i	12	i	i	-0.3	i	i	i	i	i	i
COc1ccc(C(=O)N/N=C/c2ccc(OC)c(CN3CCN(c4ccc(F)cc4)CC3)c2)cc1	i	36	i	i	1.7	i	i	i	i	i	i
O=[N+]([O-])c1ccc(CSc2ncnc3ccccc23)cc1	i	3	i	i	-0.1	i	i	i	i	i	i
CCCCN(CC)S(=O)(=O)c1ccc(C(=O)Nc2nnc(-c3cccs3)o2)cc1	i	67	33*	i	0.0	i	67*	i	i	i	i
Cc1ccc(-c2[nH]ncc2C(=O)c2ccccc2C)c(O)c1	i	9	i	i	0.0	i	i	i	i	i	i
Cc1ccc2nc(NC(=O)CN(C)S(=O)(=O)c3cccc4nsnc34)sc2c1	i	22	i	i	-0.1	i	i	i	i	i	i
COc1ccc(C)cc1S(=O)(=O)N(CC(=O)O)c1ccccc1	i	13	i	i	-0.4	i	i	i	i	i	i
O=c1c2ccccc2nc(SCc2cn3ccsc3n2)n1-c1ccccc1	i	48	i	i	0.1	i	i	i	i	i	i
O=C(NCC(c1cccs1)N1CCOCC1)C1CCN(S(=O)(=O)c2ccccc2C(F)(F)F)CC1 (stereo unspecified)	i	1	i	i	-0.1	i	i	i	i	i	i
C=CCCc1ccc(C#N)c(SCc2c(C(=O)OCC)c3cc(OC(C)=O)c(Br)cc3n2C)n1	i	2	i	i	-0.8	i	i	i	i	i	i
CC(C)Oc1ccc(CN2CCCC(CO)(Cc3ccccc3)C2)cc1CO (stereo unspecified)	i	-3	i	i	0.3	i	i	i	i	i	i
Cn1nc(-c2ccc(Cl)cc2)cc1NC(=O)CSCC(=O)O	i	13	i	i	0.4	i	i	i	i	i	i
CCC(OC(=O)CN1C(=O)C(=O)c2ccccc21)C(=O)Nc1ccccc1OC (stereo unspecified)	i	-6	x	i	-0.8	i	i	i	i	x	x
CC(C)(C)c1ccc(OCC(O)CN2CCOCC2)cc1 (stereo unspecified)	i	10	i	i	-0.1	i	i	i	i	i	i
NNC(=O)c1ccc(O)cc1O	i	2	i	i	0.2	i	i	i	i	i	i
COc1cccc(NS(=O)(=O)Cc2ccccc2)c1	i	17	i	i	-0.3	i	i	i	i	i	i
CC(C)(CO)Nc1nc(Nc2ccccc2)nc(Nc2ccccc2)n1	i	99	i	i	-0.4	i	i	i	i	i	i
OCCN(Cc1ccccc1)Cc1ccccc1F	i	22	i	i	-0.3	i	i	i	x	i	i
Cc1ccccc1C(=O)O/N=C(\N)Cc1cccs1	i	-87*	i	i	1.9	i	i	i	i	i	i
Cc1cccc2cc(C#N)c(SCC(=O)NCC3CCCO3)nc12 (stereo unspecified)	i	-9	i	i	-7.3	i	i	i	i	i	i
CCN(CC)c1ccc(NC(=S)NC(=O)C2CCC2)cc1	i	27	i	i	3.1	i	i	i	i	i	i
CN1CCN(C(=O)c2cnn(-c3ccccc3)c2NC(=O)c2ccccc2)CC1	i	19	i	i	0.0	i	i	i	i	i	i
C=CCN1C(=O)/C(=C/c2cccs2)S/C1=N\S(=O)(=O)c1ccc(F)cc1	i	4	i	i	-0.1	i	i	i	i	i	i
CN1CCN(S(=O)(=O)c2cccc(C(=O)N(Cc3ccccc3)c3ccccc3)c2)CC1	i	23	i	i	-0.2	i	i	i	i	i	i
CCCNC(=O)c1ccc2nc(-c3ccccc3)c(-c3ccccc3)nc2c1	i	20	i	i	2.4	i	i	i	i	-5.3*	i
CCN(CC)CC(=O)N1c2ccccc2Sc2ccccc21	i	10	i	i	-0.8	i	i	i	i	i	i
O=C(CC1(O)C(=O)N(Cc2ccccc2Cl)c2ccccc21)c1ccco1 (stereo unspecified)	i	-16	i	i	-0.1	i	i	i	i	i	i
CCCCSCCCNC(=O)C1CCC(CNS(=O)(=O)c2ccccc2)CC1 (stereo unspecified)	i	18	i	i	1.0	i	i	i	i	i	i
CCOC(=O)c1c(CN2CCOCC2)oc2ccc(OC(C)=O)cc12	i	x	i	i	-1.0	i	i	i	i	i	i
Cc1ccc(C(=O)OCc2cc3ccccc3[nH]c2=O)cc1	i	6	i	i	x	i	i	i	i	i	i
CN1CCN(c2oc(-c3cccs3)nc2S(=O)(=O)c2ccccc2)CC1	i	11	i	i	0.3	i	i	i	i	i	i
Cc1cc(C)c(C(=O)c2ccc(C(=O)N3CCCCC3)cc2)c(C)c1	16*	19	i	i	-0.6	i	i	i	i	i	i
CCCCn1c(NCCO)nc2ccccc21	i	15	i	i	0.2	i	i	i	-6*	i	i
O=C(COc1ccc2c(c1)OCO2)Nc1nncs1	i	17	i	i	3.5	i	i	i	i	i	i
CCCCn1c(SCC(=O)Nc2nnc(CC)s2)nc2c1c(=O)n(C)c(=O)n2C	i	33	i	i	-0.2	i	i	i	i	i	i
CCCC[n+]1ccn(-c2nc3ccccc3nc2[N-]S(=O)(=O)c2ccc(C)cc2)c1	i	-5	i	i	x	i	i	i	i	i	i
Cc1ccc2c(c1)nnn2C1CCN(CC(=O)Nc2ccccc2N2CCOCC2)CC1	i	12	i	i	0.7	i	i	i	i	i	i
O=c1nc2ccccc2c2n1CC(CN1CCN(C(c3ccccc3)c3ccccc3)CC1)N2 (stereo unspecified)	i	-7	i	i	-0.1	i	i	i	i	i	i
CCOc1cccnc1Sc1ccccc1	i	5	i	i	-0.3	i	i	i	i	i	i

# In the list so far, 2 contain a cyano group:
Structure	TRPC4 PAM	AI-2 QS mod	MrgX1 ag	TRPC6 inhibitor	HIF act	PolyA inh	TRPC4 act	TRPC6 act	TRPC4 block	MrgX1 antagonist	MrgX1 allo act
C=CCCc1ccc(C#N)c(SCc2c(C(=O)OCC)c3cc(OC(C)=O)c(Br)cc3n2C)n1	i	2	i	i	-0.8	i	i	i	i	i	i
Cc1cccc2cc(C#N)c(SCC(=O)NCC3CCCO3)nc12 (stereo unspecified)	i	-9	i	i	-7.3	i	i	i	i	i	i

# Continued.
Structure	TRPC4 PAM	AI-2 QS mod	MrgX1 ag	TRPC6 inhibitor	HIF act	PolyA inh	TRPC4 act	TRPC6 act	TRPC4 block	MrgX1 antagonist	MrgX1 allo act
Cc1ccc(NC(=O)c2ccc(NS(=O)(=O)/C=C/c3ccccc3)cc2)nc1	i	45	i	i	0.0	i	i	i	i	i	i
CCOC(=O)CSC1=C(C#N)C(c2ccccc2OC)CC(=O)N1 (stereo unspecified)	i	36	i	i	0.6	i	i	i	i	i	i
CCOCCCN1CC(C(=O)NCCc2ccc(C)cc2)CC1=O (stereo unspecified)	i	8	i	i	-0.4	i	i	i	x	i	i
CCOC(=O)c1sc(=NC(=O)/C=C/c2cccs2)n(C)c1C	i	2	i	i	2.1	i	i	i	i	i	i
O=C(Cn1cc[n+](CC(=O)c2ccc(Cl)cc2Cl)c1)c1ccc(Cl)cc1Cl	i	32	i	i	0.0	i	i	i	i	i	i
CN(C)/C=C1\Cc2ccccc2C1=O	i	3	i	i	-0.1	i	i	i	i	i	i
C=CCc1ccc(OCC(O)CN2CCCCC2)c(OC)c1 (stereo unspecified)	i	9	i	i	0.4	i	i	i	i	i	i
COc1ccc(OC)c(NC(=O)c2cc(S(=O)(=O)N(C)C)ccc2N2CCCC2)c1	i	4	i	i	0.1	i	i	i	i	i	i
O=C(COC(=O)c1cccc(O)c1)Nc1ccc(OC(F)F)cc1	i	2	i	i	-0.5	i	i	i	i	i	10*
COc1ccc(NC(=O)c2cccnc2SC)cc1S(=O)(=O)N1CCCCC1	i	59	i	i	1.6	i	i	i	i	i	i
CN(C)N1C(=O)/C(=C/c2ccco2)SC1=Nc1ccccc1	i	5	i	i	0.4	i	i	i	i	i	i
C[N+](C)(C)CCCNC(=O)c1ccc(/C=N/O)nc1	i	15	i	i	-0.1	i	i	i	i	-5.1*	i
COc1ccc(C(C(=O)NC2CCCC2)N(Cc2cccs2)C(=O)c2ccn[nH]2)cc1OC (stereo unspecified)	i	9	i	i	-0.4	i	i	i	i	i	i
Cc1cccc(C(=O)OCC(=O)NC(=O)c2ccccc2)c1O	i	x	i	i	-0.5	i	i	i	i	i	i
O=C(COC(=O)c1c2c(nc3ccccc13)CCCC2)Nc1ccc2c(c1)OCO2	i	14	i	i	0.1	i	i	i	i	i	i
CCCN(Cc1nnc(-c2ccccc2Cl)o1)C(=O)c1cc(S(=O)(=O)N2CCOCC2)ccc1F	i	24	i	i	0.8	i	i	i	i	i	i
Cn1cc(C(=O)c2ccccc2)cc1-c1nc2ccccc2n1C	i	16	i	i	2.5	i	i	i	i	i	i
CCN1CCN(c2ccc(N3CCN(C(=O)c4ccc(Br)o4)CC3)nn2)CC1	i	-5	i	i	0.4	i	i	i	i	i	i
CCCNC(=O)c1cnc(-c2ccccc2)nc1-c1ccccc1	i	9	i	i	-0.5	i	i	i	i	i	i
OC(CNCc1ccc2c(c1)OCO2)COc1ccccc1 (stereo unspecified)	i	x	i	i	0.5	i	i	i	i	i	i
N#Cc1cc(NC2CCCC2)c([N+](=O)[O-])cc1C#N	i	27	i	i	-1.4	i	i	i	i	-12*	i

# Entries above marked active in AI-2 QS mod.
Molecule	TRPC4 PAM	AI-2 QS mod	MrgX1 ag	PolyA inh	TRPC6 act	TRPC4 block	MrgX1 antagonist
Cc1ccccc1C(=O)O/N=C(\N)Cc1cccs1	i	-87*	i	i	i	i	i

# Screens as filed in PubChem BioAssay.
